CASP6 VEID inh: human caspase-6 inhibitors, primary screen, biochemical, VEID-R110 fluorescence, single point, set 2; P55212; purified caspase-6, Z-VEID-R110 cleavage fluorescence; inhibition, % at 12.5 µM; 350,000 tested, 0.53% active;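 active = mean inhibition across replicates at least about 35%, with every replicate also reaching that limit, limit read from the data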;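 also: 0% = median of neutral control wells and 100% = no fluorescence left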
Target sequence (P55212 24-179 limits assumed): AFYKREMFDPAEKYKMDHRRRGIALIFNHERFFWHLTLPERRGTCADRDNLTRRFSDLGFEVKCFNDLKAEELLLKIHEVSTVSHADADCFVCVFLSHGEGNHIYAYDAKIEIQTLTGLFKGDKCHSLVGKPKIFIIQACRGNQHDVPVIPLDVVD
Target sequence (P55212 194-293 limits assumed): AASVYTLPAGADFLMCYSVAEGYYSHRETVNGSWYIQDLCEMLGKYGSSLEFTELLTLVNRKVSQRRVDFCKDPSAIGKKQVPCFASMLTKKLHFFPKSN
LGR2 antag: inhibitors of bursicon-induced LGR2 CRE-luciferase signal, primary screen, cell-based, HEK293, CRE-luciferase reporter, bursicon stimulation. Drosophila bursicon receptor LGR2 (rickets). 380,000 tested, 0.35% active. bursicon-stimulated, 4 h. inhibition, % at 9.99 µM;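 active = drop in luminescence signal, shown as inhibition above about 50% in the replicate tests, limit read from the data, passing the limit was not always enough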;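 also: agonist challenge used bursicon conditioned medium at about half maximal strength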
miR122 inh: miR-122 Renilla sensor signal increase in Huh7, primary screen, miR-122 inhibitor project, cell-based, single point, plate reader. activation (reporter increase), % at 12.5 µM. Huh7 miR-122 Renilla luciferase sensor, 48 h; neutral wells = 0, positive control = 100. AID 602342, 2012. 340,000 tested, 0.3% active;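 active = mean replicate activation score at least 90 and every replicate individually at or above 90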;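 also: higher luciferase means less miR-122 activity so hits act as miR-122 inhibitors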
EWS-Fli inh: EWS/Fli-driven NR0B1 reporter inhibitors, primary screen, A673 cells, NR0B1 luciferase, luminescence, MLPCN library; inhibition, % at 12.6 µM; viability-normalised; 350,000 tested, 0.67% active;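 active = mean inhibition of at least 50% after viability correction, with every replicate also passing that limit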;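 also: firefly luciferase signal divided by Alamar Blue viability fluorescence both relative to DMSO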
PAX8 inh HTS: inhibitors of PAX8-driven TPO luciferase reporter, primary screen, RMG-I cells, single concentration; SteadyGlo, 24 h; inhibition, % at 12.6 µM; 360,000 tested, 1.2% active;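 active = mean replicate inhibition at least 60% with every replicate also reaching 60%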;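 also: luciferase light reporting Pax8 driven TPO promoter activity; plate controls were median of neutral control wells for no effect and mitoxantrone controls for full effect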
FN deposit inh: inhibitors of fibronectin matrix deposition, primary screen, AH1F cells, Alexa488-fibronectin fluorescence, plate reader; AH1F fibroblasts, overnight; inhibition, % at 12.6 µM; 350,000 tested, 0.086% active; AID 743247, 2014;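 active = mean inhibition across replicates of 30% or more, regardless of how many single replicates reach that level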;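 also: positive control wells lacked labelled fibronectin entirely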
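Measured by – fluorescence 485/525 nm · System – AH1F fibroblast monolayer, labelled fibronectin deposition · Amount – 10000 cells per well · Buffer or medium – serum-reduced DMEM (2% serum) · Doses – single dose, pinned · Also added – fluorescent fibronectin at 24 nM final · Schedule – 1 h cell attachment, overnight exposure to compound and label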
PGC1a acetyl inh: inhibitors of PGC1a acetylation signal, primary screen, cell-based, U2OS, AlphaScreen, inhibitor mode | AlphaScreen anti-acetyl-lysine; with virally co-expressed GCN5 acetyltransferase | inhibition, % at 15.6 µM | 350,000 tested, 0.17% active;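 active = every replicate shows inhibition of at least 40%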;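 also: 0% = neutral control wells and 100% = positive control wells; some results beyond the cut were filed as inactive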
Cneo AK release: Cryptococcus neoformans cell lysis inducers, primary screen, AK release luminescence, single concentration; C. neoformans lysis, adenylate kinase release luminescence, 4 h; normalised: neutral wells 0, clomiphene wells 100; lysis activity, % at 15 µM; 360,000 tested, 0.2% active; AID 651654, 2012;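 active = mean lysis activity across replicates of at least 80%, whatever share of replicates individually reach that level; inactive = mean lysis activity below 80%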
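read-out = cell lysis signal | test system = log-phase Cryptococcus neoformans yeast cells | input = cells at 5 × 10^6 per mL | medium = fresh YPD growth medium | signal = luminescent adenylate kinase detection reagent | timing = 4 h at 37 °C static, read 1 h later | dosing = single dose | controls = Clomiphene as positive lysis control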
An asterisk follows results filed as active; / = not tested or not shown; [ ] = another dose, or the depositor's remark.

SMILES	CASP6 VEID inh	LGR2 antag	miR122 inh	EWS-Fli inh	PAX8 inh HTS	FN deposit inh	PGC1a acetyl inh	Cneo AK release
COc1ccccc1-c1ccc([C@@H]2[C@@H](C#N)N(C(=O)c3cccnc3)[C@@H]2CO)cc1	0	3	/	-5	9	19	3	10
O=C(C[C@@H]1C/C=C\C[C@H](Cc2ccc(F)cc2)C(=O)OC[C@H]2CCCN2C1=O)NCCO	2	/	/	9	-5	-3	/	-1
COc1ccc(NC(=O)N2CCCC2C(=O)NCc2cccs2)cc1 (centres undefined)	3	4	-7	-4	4	-3	-7	3
O=C(NCc1ccccc1F)C1CCCN1C(=O)NC1CCCCC1 (centres undefined)	/	/	8	/	-19	-10	19	3
C[C@@H]1CN([C@H](C)CO)C(=O)c2cc(NS(=O)(=O)c3cn(C)cn3)ccc2O[C@@H](C)CCCCO[C@H]1CN(C)CC1CCCCC1	-1	-8	13[16.7 µM]	-2	-6	/	/	-1
Cc1ccc2nc(-c3cccc(Br)c3)c(Cc3cccc(Cl)c3)n2c1	-1	/	4	-94	-46	4	-10	0
CCOC(=O)CSc1nc(C)cc(Oc2ccc(=O)n(C)n2)n1	-2	0	-6	-1	17	-2	-6	0
C[C@@H]1CN([C@@H](C)CO)C(=O)c2cc(C#CC3CCCC3)cnc2O[C@H]1CN(C)Cc1ccncc1	2	7	6[16.7 µM]	7	-8	-1	-2	14
O=C(CSc1nccc(=O)[nH]1)Nc1ccc(Oc2ccccc2)cc1	0	0	-2	11	17	0	1	1
Cc1ccc(S(=O)(=O)N(Cc2ccc(C(F)(F)F)cc2)C(=O)N2CCN(C)CC2)cc1	-2	-1	-7	8	0	1	11	-2
C[C@H](CO)N1C[C@H](C)[C@@H](CN(C)S(C)(=O)=O)Oc2ccc(NS(=O)(=O)c3ccc(Cl)cc3)cc2C1=O	/	-15	0[16.7 µM]	-6	/	/	-21	/
NS(=O)(=O)c1ccc(CCNC(=O)c2nc(CS(=O)(=O)c3ccc(Cl)cc3)no2)cc1	-2	-10	-2	/	13	2	-2	2
O=C(c1ccc(F)c(F)c1)N1CCCc2ccccc21	1	-10	-5	7	5	-6	-19	-1
CC1=CC(c2ccccc2)n2nc(N3C(=O)C4CC=CCC4C3=O)nc2N1 (centres undefined)	/	/	-1	/	-6	-3	2	2
C[C@@H]1CCCCO[C@H](CN(C)S(=O)(=O)c2ccc(F)cc2)[C@@H](C)CN([C@@H](C)CO)C(=O)c2cc(NC(=O)Nc3cccc4ccccc34)ccc2O1	0	23	0[16.7 µM]	4	19	-1	13	-3
COc1ccccc1C#Cc1ccc([C@@H]2[C@@H](C#N)N(C(=O)C3CC3)[C@H]2CO)cc1	-2	-2	/	-8	11	-4	-3	-1
COCCn1c(=NC(=O)CSC(C)=O)sc2cc(OC)ccc21	0	12	-3	2	-9	3	/	-3
CCc1sc(NC(=O)c2cc3ccccc3oc2=O)nc1-c1cccs1	6	5	-7	-13	-8	1	/	1
N#C[C@@H]1[C@H](c2ccccc2)[C@H](CO)N1C(=O)C1CCCC1	1	-6	/	-3	-6	5	7	0
O/N=C/c1cn(-c2ccc(Cl)cc2)nn1	15	-81	-8	-22	-64	2	1	/
C[C@@H]1CCCCO[C@H](CN(C)S(C)(=O)=O)[C@H](C)CN([C@@H](C)CO)C(=O)c2cc(NS(C)(=O)=O)ccc2O1	/	-3	2[16.7 µM]	-12	-16	/	2	2
CCOCc1c(C(=O)Nc2ccc3nc(N4CCOCC4)sc3c2)oc2ccccc12	-4	45	/	2	-5	-7	/	-1
O=c1c2ccccc2nc(-c2ccco2)n1Cc1ccccc1	/	-90	/	/	/	6	12	4
Cc1ccc(NS(=O)(=O)c2ccc(NC(=O)c3ccccc3C(=O)O)cc2)c(C)c1	7	8	/	-1	12	2	/	/
CCOC(=O)C1CCN(c2c(NCCCN(CC)c3ccccc3)c(=O)c2=O)CC1	/	4	-7	/	/	17	-10	0
Cc1cc(C(=O)NC2CC(C)(C)Cc3c2cnn3-c2ccc(F)cc2)no1 (centres undefined)	3	-6	4	/	-26	-15	2	1
COC(=O)c1c[nH]n2c(=O)c(C(C)C)c(C)nc12	1	/	0	-9	4	9	4	6
Cc1ccc2nc3c(cc2c1)c(NC(=O)c1ccco1)nn3CC(C)C	1	-7	/	-9	-12	6	/	/
CCOc1ccccc1NC(=O)CSc1ccc(-c2ccco2)nn1	7	-1	-3	/	4	-7	-5	-4
O=C(CNC(=O)c1ccccc1F)NNC(=O)c1ccccc1O	-1	-14	2	-3	7	/	1	0
CCCc1cnc(N2CCN(C(=S)NC)CC2)nc1	4	-30	-12	-94	-170	3	0	/
CCCC(=O)NNC(=O)CC(=O)Nc1ccccc1C(=O)O	0	8	/	-7	-24	-6	2	1
Cc1cccc(C)c1OCc1cc(C(=O)N2CCC(C3CCCCC3)C2)no1 (centres undefined)	-6	-71	-5	/	-191	-1	/	-2
O=C(CCc1nc2ccccc2c(=O)[nH]1)N1CCN(S(=O)(=O)c2ccc(F)cc2)CC1	0	-6	/	3	-9	7	/	1
CCN(c1ccccc1)S(=O)(=O)c1cccc(C(=O)NCc2ccncc2)c1	1	8	4	-3	4	9	3	1
COc1ccc(CCNC(=O)/C=C/C(=O)O)cc1	-1	0	/	8	-9	-24	0	/
O=C(N[C@@H]1CC[C@H](CCn2cc(Cc3ccccc3)nn2)O[C@@H]1CO)c1cnccn1	/	6	/	0	2	/	-2	-1
CO[C@H]1CN(C)C(=O)c2cc(NC(=O)Nc3ccccc3)ccc2OC[C@H](C)N(CC2CC2)C[C@H]1C	/	0	-8[16.7 µM]	-4	/	-3	-6	-5
CCOC(=O)Cc1csc(NC(=O)CSc2nccn2C)n1	3	-9	/	-24	-5	-4	/	0
CCOc1ccccc1C=NN=Cc1ccccc1O	-3	-123	/	-97	-155	-3	/	/
Cc1ccc(-c2ccc3c(c2)O[C@H](CN(C)C(=O)C2CC2)[C@H](C)CN([C@@H](C)CO)S3(=O)=O)cc1	4	28	-3[16.7 µM]	7	/	0	-5	10
CNC[C@@H]1Oc2c(NC(=O)Nc3ccccc3)cccc2C(=O)N([C@@H](C)CO)C[C@@H]1C	-1	5	30[16.7 µM]	-5	1	0	1	-1
COc1ccc(NC(=O)N(C)C[C@H]2OCCCC[C@@H](C)Oc3ccc(NS(=O)(=O)c4ccc(Cl)cc4)cc3C(=O)N([C@@H](C)CO)C[C@@H]2C)cc1	1	9	-4[16.7 µM]	10	50	3	-7	2
CC1CC2(C)Oc3ccccc3CC2C(C)C1CNCCCN(C)C (centres undefined)	-23	15	/	14	48	-5	/	/
C[C@H](CO)N1C[C@H](C)[C@H](CN(C)S(=O)(=O)c2cccc(F)c2)Oc2ncc(C#Cc3ccc(C(F)(F)F)cc3)cc2C1=O	3	-5	-8[16.7 µM]	15	/	/	-4	-6

Part of the list above in order of heavy-atom count, largest number first.
SMILES	CASP6 VEID inh	LGR2 antag	miR122 inh	EWS-Fli inh	PAX8 inh HTS	FN deposit inh	PGC1a acetyl inh	Cneo AK release
C[C@H](CO)N1C[C@H](C)[C@H](CN(C)S(=O)(=O)c2cccc(F)c2)Oc2ncc(C#Cc3ccc(C(F)(F)F)cc3)cc2C1=O	3	-5	-8[16.7 µM]	15	/	/	-4	-6
CNC[C@@H]1Oc2c(NC(=O)Nc3ccccc3)cccc2C(=O)N([C@@H](C)CO)C[C@@H]1C	-1	5	30[16.7 µM]	-5	1	0	1	-1
CCCC(=O)NNC(=O)CC(=O)Nc1ccccc1C(=O)O	0	8	/	-7	-24	-6	2	1

3 entries already listed, ordered by their value in LGR2 antag, largest number first:
| smiles | LGR2 antag |
| --- | --- |
| COc1ccc(NC(=O)N(C)C[C@H]2OCCCC[C@@H](C)Oc3ccc(NS(=O)(=O)c4ccc(Cl)cc4)cc3C(=O)N([C@@H](C)CO)C[C@@H]2C)cc1 | 9 |
| CCN(c1ccccc1)S(=O)(=O)c1cccc(C(=O)NCc2ccncc2)c1 | 8 |
| O=C(N[C@@H]1CC[C@H](CCn2cc(Cc3ccccc3)nn2)O[C@@H]1CO)c1cnccn1 | 6 |

The results go on.
SMILES	CASP6 VEID inh	LGR2 antag	miR122 inh	EWS-Fli inh	PAX8 inh HTS	FN deposit inh	PGC1a acetyl inh	Cneo AK release
CC1CCCCN1C(=O)CCn1c(=S)oc2ccccc21 (centres undefined)	-1	-8	/	-14	-13	-1	0	/
O=[N+]([O-])c1cc2c(c(CSc3ncccn3)c1)OCOC2	4	19	/	-40	-29	-6	/	/
Cc1ccc(C23CC4CC(CC(NC(=O)NCCN(C)C)(C4)C2)C3)cc1	/	/	-3	/	9	8	0	-1
Cc1noc(C)c1NC(=O)N(C)C[C@@H]1Oc2ccc(NC(=O)CCN3CCOCC3)cc2C(=O)N([C@@H](C)CO)C[C@@H]1C	-1	4	-5[16.7 µM]	-5	/	/	3	-1
CC(=O)Oc1ccc(C(=O)Nc2ccccc2C(=O)Nc2cccc(C(=O)O)c2)cc1	2	32	0	9	-24	-4	1	-7
Cc1ccc(S(=O)(=O)N(C)C[C@H]2Oc3ccc(NC(=O)Cc4cn(C)c5ccccc45)cc3CC(=O)N([C@H](C)CO)C[C@@H]2C)cc1	0	-2	-1[16.7 µM]	6	-1	/	-17	-1
C/C(=N/NC(=O)c1ccncc1)c1c[nH]c2ccccc12	-2	5	-1	11	10	/	-7	/

Taken from above.
Entry of COc1ccccc1C#Cc1ccc([C@@H]2[C@@H](C#N)N(C(=O)C3CC3)[C@H]2CO)cc1 in PAX8 inh HTS: 11
Entry of CCN(c1ccccc1)S(=O)(=O)c1cccc(C(=O)NCc2ccncc2)c1 in PAX8 inh HTS: 4
Entry of CCCc1cnc(N2CCN(C(=S)NC)CC2)nc1 in PGC1a acetyl inh: 0
Entry of O=C(CSc1nccc(=O)[nH]1)Nc1ccc(Oc2ccccc2)cc1 in FN deposit inh: 0
